MrgX1 antag: human MrgX1 receptor antagonism, primary screen; Q96LB2; MRGX1-HEK293 calcium flux, Fluo-4, BAM8-22 antagonism; stronger effect = lower value; B-score at 10 µM; 310,000 compounds, 1.3% hits; AID 588676;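 active means calcium-response B-score plate-corrected more than 3 library SD below zero, starting fluorescence within 5 deviations, no agonist response on first addition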;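 further: peak minus trough fluorescence over baseline after final BAM8-22 challenge near maximal dose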
Target sequence (Q96LB2 whole entry, looked up): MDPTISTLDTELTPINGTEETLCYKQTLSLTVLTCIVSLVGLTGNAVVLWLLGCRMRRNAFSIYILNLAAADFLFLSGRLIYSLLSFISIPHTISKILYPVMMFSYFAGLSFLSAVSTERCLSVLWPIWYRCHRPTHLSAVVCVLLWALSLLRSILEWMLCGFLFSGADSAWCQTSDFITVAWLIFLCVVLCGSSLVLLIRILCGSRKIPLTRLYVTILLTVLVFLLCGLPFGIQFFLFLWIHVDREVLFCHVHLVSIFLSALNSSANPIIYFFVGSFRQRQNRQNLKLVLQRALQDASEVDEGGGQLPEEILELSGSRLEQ
TRPC6 act: activators of mouse TRPC6 channel; 310,000 compounds, 0.13% hits; Q61143; HEK293-TRPC6 membrane potential dye fluorescence; stronger effect = higher value; B-score at 10 µM;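 active means B-score of the integrated fluorescence ratio above library mean plus 3 SD, and starting fluorescence ratio within library mean plus 5 SD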;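 further: higher score means more depolarization so channel activation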
TRPC4 PAM: TRPC4 (mouse) allosteric potentiation. HEK293 TRPC4beta/mu-opioid, DAMGO EC20, Fluo-4 Ca2+ flux; stronger effect = higher value. B-score at 10 µM. 310,000 compounds, 0.42% hits. AID 2227;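 active means B-score of calcium response area above 5 SD of library B-scores, with initial fluorescence ratio within 5 SD of library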;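 further: B-score of integrated fluorescence ratio over time as area under calcium response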
TRPC6 inhibitor: inhibitors of mouse TRPC6 channel. Q61143. HEK293-TRPC6, membrane potential dye, ACh-evoked depolarization; stronger effect = lower value. B-score at 10 µM. 310,000 compounds, 1.1% hits;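 active means B-score under library mean minus 3 SD, initial fluorescence not abnormally high, positive integrated signal ratio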;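 further: B-score derived from integrated fluorescence ratio over the kinetic read; more negative B-score means stronger inhibition of depolarization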
IEC-6 cytotox: counter-screen for KLF5 inhibitors: cytotoxicity in IEC-6 cells. IEC-6 cytotoxicity, luminescence viability. inhibition, % at 5 µM. 290,000 compounds, 0.78% hits. AID 1825; in the data active means inhibition above about 22%;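 further: 0% = plate median of test compound wells and 100% = cytotoxic reference compound wells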
HIF act: HIF pathway transcriptional activation; U2OS HRE-luciferase reporter, luminescence; normalized: DMSO 0%, desferrioxamine 100%; activation, % at 7.5 µM (by protocol); 300,000 compounds, 0.32% hits; AID 1910;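 active means mean activation of at least 10% of the iron chelator positive control signal, with at least half of replicates also reaching 10%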
aSyn 5UTR inh: 5' untranslated region of α-synuclein, MLPCN primary screen | alpha-synuclein 5'UTR reporter, inhibitor activity | inhibition, % (tested at 7.5 µM) | 300,000 compounds, 0.82% hits; in the data active means inhibition above about 60%;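 further: H4 neuroglioblastoma cells stably carrying SNCA 5'UTR luciferase fusion; 0% = DMSO wells and 100% = positive control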
SKKanGAS inh: inhibitors of SKKanGAS S. pyogenes growth in kanamycin (SK-promoter or general growth effect) | BacTiter-Glo, 6 h | inhibition, % at 7.5 µM | 300,000 compounds, 1.3% hits | AID 1662;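 active means mean replicate score, as percent of positive control median, at least 50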;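 further: strain carries kanamycin resistance gene driven by streptokinase promoter and grows in 40 µg/ml kanamycin; loss of luminescence reflects streptokinase promoter inhibition or plain growth inhibition; 0% = median of DMSO wells and 100% = positive control at its reference dose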
TRPC4 agonist: activators of mouse TRPC4 channel; Q9QUQ5; HEK293 TRPC4beta/mu-opioid, Fluo4 calcium fluorescence; stronger effect = higher value; B-score at 10 µM; 310,000 compounds, 0.49% hits; AID 2237;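 active means B-score above 5 SD of library B-scores, and initial fluorescence ratio not above library mean plus 5 SD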;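 further: positive B-score marks a calcium rise read as TRPC4 activation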
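Incubation: 45 min room-temperature Fluo4 loading, 110 s read / System: HEK293 cells stably co-expressing mouse TRPC4beta and mu-opioid receptor / Signal: Fluo4 fluorescence, kinetic / Control set: buffer (low) and maximal DAMGO (high) / Measure: integrated baseline-normalised fluorescence ratio, converted to per-well B score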
KLF5 inhibitor: kruppel-like factor 5 inhibition; AID 1700; inhibition, % at 5 µM; DLD-1 KLF5 promoter-luciferase reporter, luminescence; 290,000 compounds, 0.23% hits;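 active means inhibition above a per-plate limit of that plate's mean compound inhibition plus 3 SD, cut at about 60% in these data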;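 further: 0% = DMSO wells and 100% = LY294002 at 200 µM; higher means less KLF5 promoter-driven luciferase light; inactives centre near -14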
TRPC4 inh: inhibitors of mouse TRPC4 channel; Q9QUQ5; HEK293 TRPC4beta/mu-opioid, DAMGO-evoked Fluo4 calcium flux; stronger effect = lower value; B-score at 10 µM; 300,000 compounds, 0.39% hits; AID 2247;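 active means B-score over 3 SD under the library average, no early fluorescence shift, positive overall ratio signal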
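Signal: kinetic Fluo4 fluorescence imaging of calcium influx. Material: stable TRPC4beta/mu-opioid receptor HEK293 cells. Probe or stimulus: DAMGO in two steps, submaximal then maximal.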
Starred values were filed as active, the others as inactive; i = inactive; / = not tested or not shown.

SMILES | MrgX1 antag | TRPC6 act | TRPC4 PAM | TRPC6 inhibitor | IEC-6 cytotox | HIF act | aSyn 5UTR inh | SKKanGAS inh | TRPC4 agonist | KLF5 inhibitor | TRPC4 inh
Cc1cccc(NC(=O)c2cnc3sccn3c2=O)n1 | i | i | i | i | 3.6 | 0.4 | -115.5 | -4.3 | i | 10.1 | i
Nc1nc(NCCCN2CCOCC2)nc(Nc2ccc(Cl)cc2)c1[N+](=O)[O-] | i | i | i | i | 12.6 | -0.8 | 46.0 | 2.3 | i | 12.3 | i
CCOC(=O)N1CCC(c2cc(=O)n3[nH]ccc3n2)CC1 | i | i | i | i | 5.6 | 0.0 | 3.2 | -3.5 | i | 1.6 | i
Cc1ccc(CN2CCN(/N=C/c3cc(Br)ccc3O)CC2)cc1 | i | i | i | i | -1.9 | 0.3 | 23.7 | 0.5 | i | -9.9 | i
Cc1noc(C)c1CC(=O)NC1CC(C)(C)Cc2c1cnn2-c1ccccc1 (stereo unspecified) | i | i | i | i | 9.0 | -0.7 | 6.7 | 3.6 | i | -14.3 | i
Cc1noc(NS(=O)(=O)c2ccc(NC(=O)CCCOc3ccc(Cl)cc3Cl)cc2)c1C | i | i | i | i | -1.9 | 0.7 | 33.6 | 13.3 | i | -3.7 | i
C=CCNC(=O)C1CCCN(S(C)(=O)=O)C1 (stereo unspecified) | i | i | i | i | 1.1 | -0.4 | -19.6 | -6.1 | i | 5.8 | i
O=C(Nc1cccc(-c2nc3ccccc3o2)c1)c1ccc(N2C(=O)C3C4C=CC(C4)C3C2=O)cc1 (stereo unspecified) | i | i | i | i | -3.9 | -0.4 | 88.3* | 13.5 | i | -32.3 | i
C=CCN(c1ccccc1)S(=O)(=O)c1cccc(C(=O)Nc2ncccc2C)c1 | i | i | i | i | / | 0.3 | 0.4 | 5.2 | i | / | i
Cc1ccc(S(=O)(=O)N2CCC(=O)N(C(COCc3ccccc3)Cc3ccccc3)CC2)cc1 (stereo unspecified) | i | i | i | i | 2.4 | -0.2 | 30.4 | -1.9 | i | 12.0 | i
CCOC(=O)CNC(c1ccccc1)c1cc(Br)ccc1NC(=O)OCC (stereo unspecified) | i | i | i | i | 2.2 | -26.1 | -7.1 | 18.3 | i | 4.7 | i
CCc1ccc(N(C(=O)c2csnn2)C(C(=O)NC(C)(C)CC)c2ccccn2)cc1 (stereo unspecified) | i | i | i | i | -2.8 | 2.1 | -69.0 | 0.7 | i | -3.6 | i
Cc1ccccc1Nc1nnc(SCc2cc([N+](=O)[O-])cc3c2OCOC3)s1 | i | i | i | i | 1.8 | -0.2 | 13.2 | 10.3 | i | -2.8 | i
CC(C)(Cc1ccccc1)NC(=O)C(=O)c1cn(CC(=O)N2CCOCC2)c2ccccc12 | i | i | i | i | 0.3 | -0.4 | 6.0 | 17.0 | i | -15.7 | i
CCSc1nc(N2CCOCC2)c2c(c1C#N)CC(C)(C)N(C)C2 | i | i | i | i | 1.2 | -0.1 | 20.3 | 0.7 | i | 9.8 | i
COc1ccc([N+](=O)[O-])cc1NS(=O)(=O)Cc1ccccc1 | i | i | i | i | -5.2 | 0.2 | 17.2 | -4.1 | i | -27.5 | i
COc1ccccc1C(=O)N1CC2(C)CC1CC(C)(C)C2 (stereo unspecified) | i | i | i | i | -3.0 | -0.2 | 4.5 | -3.9 | i | -22.1 | i
Cn1c(Cn2c(=O)sc3ccccc32)nnc1SCc1ccccn1 | i | i | i | i | -6.1 | 0.2 | -8.5 | 0.0 | i | -8.6 | i
Cc1cccc(C(=O)NC2CCN(C(=O)Nc3ccc(F)cc3)CC2)c1 | i | i | i | i | 1.3 | -1.9 | -10.6 | -0.7 | i | -5.7 | i
Cc1cc(=O)oc2cc(OCC3CC(c4ccc(Cl)cc4)=NO3)ccc12 (stereo unspecified) | i | i | i | i | 3.4 | 0.2 | 29.0 | -1.4 | i | -45.2 | i
Fc1ccc(N=Cc2ccc[nH]2)cc1 | i | i | i | i | -0.5 | 0.4 | -3.9 | -1.4 | i | 3.7 | i
CC(C)C(=O)NC(NC(=S)Nc1ccc(S(N)(=O)=O)cc1)C(Cl)(Cl)Cl (stereo unspecified) | i | i | i | i | -0.4 | 0.9 | -11.9 | -7.7 | i | -11.0 | i
CCn1cc(C(=O)OCC(=O)N2C(C)CCCC2C)c(=O)c2ccc(C)nc21 (stereo unspecified) | i | i | i | i | -4.3 | -0.6 | 2.7 | 20.7 | i | 6.0 | i
CCOC(=O)CSc1ccc(S(=O)(=O)N(C)C2CCCCC2)cc1[N+](=O)[O-] | i | i | i | i | 2.7 | 0.4 | -5.7 | 13.0 | i | -28.0 | i
O=c1c2ccccc2ncn1-c1ccc([N+](=O)[O-])cc1[N+](=O)[O-] | i | i | i | i | -0.3 | 1.0 | -4.1 | 3.2 | i | -16.3 | i

In another format: results already given
| SMILES | MrgX1 antag | TRPC6 act | TRPC4 PAM | TRPC6 inhibitor | IEC-6 cytotox | HIF act | aSyn 5UTR inh | SKKanGAS inh | TRPC4 agonist | KLF5 inhibitor | TRPC4 inh |
| --- | --- | --- | --- | --- | --- | --- | --- | --- | --- | --- | --- |
| COc1ccc([N+](=O)[O-])cc1NS(=O)(=O)Cc1ccccc1 | i | i | i | i | -5.2 | 0.2 | 17.2 | -4.1 | i | -27.5 | i |
| COc1ccccc1C(=O)N1CC2(C)CC1CC(C)(C)C2 (stereo unspecified) | i | i | i | i | -3.0 | -0.2 | 4.5 | -3.9 | i | -22.1 | i |
| Cn1c(Cn2c(=O)sc3ccccc32)nnc1SCc1ccccn1 | i | i | i | i | -6.1 | 0.2 | -8.5 | 0.0 | i | -8.6 | i |
| Cc1cccc(C(=O)NC2CCN(C(=O)Nc3ccc(F)cc3)CC2)c1 | i | i | i | i | 1.3 | -1.9 | -10.6 | -0.7 | i | -5.7 | i |

Continuation.
SMILES | MrgX1 antag | TRPC6 act | TRPC4 PAM | TRPC6 inhibitor | IEC-6 cytotox | HIF act | aSyn 5UTR inh | SKKanGAS inh | TRPC4 agonist | KLF5 inhibitor | TRPC4 inh
CCc1ccc(OCCOCC(O)CNC2CCCC2)cc1 (stereo unspecified) | i | i | i | i | -4.7 | / | / | / | i | 5.2 | -5*
Nc1nncn1C(=O)CCCN1C(=O)c2ccccc2C1=O | i | i | i | i | -0.1 | -0.7 | 20.6 | -0.5 | i | 19.5 | i
Cc1ccccc1CS(=O)(=O)c1nnc([C@H](Cc2ccccc2)NC(=O)OC(C)(C)C)o1 | i | i | i | i | 4.4 | -2.9 | 20.4 | 17.2 | i | 6.7 | i
c1ccc(-c2nc(NCC3CCCO3)c3oc4ccccc4c3n2)cc1 (stereo unspecified) | i | i | i | i | -4.1 | -0.2 | 16.8 | 9.3 | i | -8.0 | i
Cc1cccc(N2C(=S)N=C(Nc3c(C)cccc3C)C23CCOC(C)(C)C3)c1 (stereo unspecified) | i | i | i | i | 0.7 | -0.1 | 18.5 | 2.3 | i | -12.3 | i
COc1ccc(NC(=O)CSc2nnc(-c3cccs3)n2Cc2ccco2)cc1OC | i | i | i | i | -2.7 | -0.2 | 19.2 | 0.4 | i | -2.3 | i
CC(=O)c1nn(-c2ccc(Br)cc2)cc1C(=O)c1ccccc1 | i | i | i | i | 2.2 | -0.1 | 12.1 | -6.3 | i | -2.6 | i
COc1ccc(-c2oc3ccccc3c2C(=O)OCc2ccccc2OC)cc1 | i | i | i | i | 2.5 | -0.1 | -12.8 | 14.6 | i | -0.4 | i
COc1cc(/C=C(/C#N)c2nc3ccccc3[nH]2)ccc1OCc1ccc(C(=O)O)o1 | i | i | i | i | 4.4 | 0.0 | -15.7 | 4.5 | i | 1.6 | i
COc1ccc(CN(CC(=O)NCc2ccc(F)cc2)C(=O)c2csnn2)cc1 | i | i | i | i | 1.9 | -30.4 | 6.8 | -22.2 | i | 3.8 | i
CNCc1ccccc1OCC(=O)Nc1ccccc1 | -4.59* | i | i | i | -5.4 | 1.3 | -42.6 | -7.4 | i | -29.1 | i
O=C(Cc1cccs1)N1CCN(S(=O)(=O)c2cc(Cl)ccc2Cl)CC1 | i | i | i | i | / | -4.4 | -21.5 | -3.3 | i | / | i
Cc1ccc(-c2nc3ccccn3c2NC(=O)c2ccco2)cc1 | i | i | i | i | -2.3 | 0.5 | 8.9 | -4.9 | i | -33.8 | i
CCN(c1cc(C)cc(C)c1)S(=O)(=O)c1nnc(NC(=O)C(C)C)s1 | i | i | i | i | -1.4 | -10.1 | 22.7 | 6.6 | i | -7.7 | i
CC(=O)NCCC(=O)Nc1ccc(F)cc1C | i | i | i | i | -0.3 | -0.3 | -10.7 | 2.7 | i | -46.7 | i
COc1ccc(OC)c(NC(=O)C2C3CCC(C3=C(C)C)C2C(=O)O)c1 (stereo unspecified) | i | i | i | i | -6.3 | -0.7 | 11.0 | -2.2 | i | -26.6 | i
CC(c1ccc(F)cc1)n1c(Cn2ncc3ccccc3c2=O)n[nH]c1=S (stereo unspecified) | i | i | i | i | -5.2 | -0.2 | 0.9 | -1.1 | i | -23.1 | i
O=C(Nc1ccccc1C(=O)NCc1ccco1)NC1CCCCC1 | i | i | i | i | -2.0 | -0.2 | -1.0 | 0.5 | i | -10.1 | i
O=C(NC1=NCCS1)Nc1ccccc1 | i | i | i | i | 3.0 | 2.2 | -121.1 | -1.7 | i | -113.7 | i
CN1CCc2c(sc3c2C(=O)NC(c2ccc4c(c2)OCO4)N3)C1 (stereo unspecified) | i | i | i | i | / | 0.5 | -12.7 | 5.3 | i | / | i
Cn1c(=O)c2c(ncn2CC(=O)N/N=C/C(Br)=C/c2ccccc2)n(C)c1=O | i | i | i | i | -1.2 | 0.2 | -40.5 | -10.1 | i | 9.4 | i
Cc1cc2n(n1)C(c1sccc1C)Nc1c(C)cccc1-2 (stereo unspecified) | i | i | i | i | 3.3 | 0.1 | 9.8 | -4.6 | i | -8.2 | i
COc1cc(NC(=O)COC(=O)CCOc2ccc(C)cc2)cc(OC)c1 | i | i | i | i | -6.4 | -0.2 | 3.7 | / | i | -24.1 | i
O=C(Nc1nc2c(s1)CCCC2)c1cccc(S(=O)(=O)N2CCCc3ccccc32)c1 | i | i | i | i | 3.8 | -1.2 | -14.7 | 27.3 | i | -50.3 | i
Cn1ccnc1C(=O)c1cc(SCC(=O)N2CCOCC2)nc2ccccc12 | i | i | i | i | 9.1 | 0.1 | 8.9 | -4.1 | i | -5.4 | i
O=S(=O)(Nc1ncccn1)c1ccc(F)cc1 | i | i | i | i | -1.6 | -0.2 | 6.9 | -6.7 | i | -29.6 | i

Screening results (PubChem)

This is a random part of the collection. Share with any hit: about 5.8%.
